# MITF TRPM1 HTS: MITF TRPM1 promoter activation in melanoma cells; SK-MEL-5 TRPM1-promoter luciferase, 24 h; % of positive control, neutral wells = 0; activation, % at 12.5 µM; 300,000 tested, 0.75% active; AID 588334;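 active means mean activation of at least 80% with every replicate also reaching 80%; inconclusive means mean reaches 80% but some replicate falls short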;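 further: 0% = neutral control wells and 100% = parthenolide positive control wells; values of inactives mirror those of a sister screen read the other way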
# Rtt109 HAT inh: inhibitors of Candida albicans Rtt109/Vps75 histone acetyltransferase; Q5AAJ8; purified Rtt109/Vps75, ThioGlo CoA-SH fluorescence, 4 h; inhibition, % at 34.9 µM; 330,000 tested, 0.16% active; AID 540336;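 active means inhibition of at least 50% in every replicate; inconclusive means best replicate reaches 50% inhibition but some replicates fall short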
# Target sequence (Q5AAJ8 whole entry, looked up): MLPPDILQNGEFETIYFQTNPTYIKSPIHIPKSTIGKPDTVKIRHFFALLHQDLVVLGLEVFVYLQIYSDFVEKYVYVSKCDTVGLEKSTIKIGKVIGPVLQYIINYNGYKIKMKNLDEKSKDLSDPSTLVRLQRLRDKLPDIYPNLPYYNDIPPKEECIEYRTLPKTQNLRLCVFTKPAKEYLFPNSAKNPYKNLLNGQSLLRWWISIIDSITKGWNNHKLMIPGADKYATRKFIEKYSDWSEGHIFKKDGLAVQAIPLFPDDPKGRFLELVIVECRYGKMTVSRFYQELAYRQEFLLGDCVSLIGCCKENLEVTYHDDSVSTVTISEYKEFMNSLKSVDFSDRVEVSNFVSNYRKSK
# PvdQ acylase: blocks Pseudomonas aeruginosa PvdQ acylase activity; inhibition, % at 10 µM; AID 488965; purified PvdQ acylase, fluorescence plate reader; 340,000 tested, 0.063% active; in the data active means inhibition above about 30%, passing the limit was not always enough; inconclusive means no clear call, values can overlap the other calls;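 further: 0% = vehicle neutral wells and 100% = reference inhibitor wells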
# CAL PDZ FP-1: inhibitors of human CAL PDZ peptide binding; AID 504414; 330,000 tested, 0.02% active; purified CAL PDZ, TMR-peptide fluorescence polarization, 1 h; inhibition, % at 20 µM; Q9HD26;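 active means highest replicate inhibition of at least 40%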;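 further: plate controls were DMSO neutral control wells for no effect and unlabeled competitor peptide control wells for full effect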
#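 Material – purified CerCALP PDZ construct · Detection – FP readout, S and P plane fluorescence · Measure – percent inhibition from loss of millipolarization · Controls – unlabelled peptide for full inhibition, DMSO wells as neutral · Probe or stimulus – TMR-labelled reporter peptide T*-PRC34 bound in PDZ groove · Times – 1 h at RT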
# SR-BI uptake up: enhances SR-BI lipid uptake from DiI-HDL. 320,000 tested, 0.096% active. activation, % at 12.5 µM. CHO ldlA[mSR-BI] cells, DiI-HDL uptake fluorescence, 3 h; 100 = double the neutral-control signal;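 active means mean replicate activation of at least 60% and every replicate at or above 60%; inconclusive means mean or all-replicate condition met, but not both; inactive means mean below 60% and not all replicates reaching 60%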;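 further: 0% = median plate neutral-control signal and 100% = twice that signal; values of inactives mirror those of a sister screen read the other way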
#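 Material: SR-BI-overexpressing, LDLR-lacking CHO cells | Dosing: Single compound concentration, delivered by pin transfer | Probe or stimulus: Labelled HDL, 10 µg/mL | Signal: Bottom-read cell fluorescence after medium removal, ex 550/em 595 nm | Schedule: 3 h, 37 °C | Evaluation: HDL uptake via cellular fluorescence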
# PfHsp90 set2: inhibits growth of yeast expressing Plasmodium falciparum Hsp90. 310,000 tested, 0.32% active. inhibition, % at 9.4 µM. AID 504621. S. cerevisiae expressing PfHsp90, BacTiter-Glo ATP, 48 h; yeast lacking PDR1 and PDR3 efflux regulators;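 active means every replicate shows inhibition above about 80%, whatever the replicate mean, limit read from the data; inconclusive means mean inhibition reaches the set limit but some replicate falls short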;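 further: 0% = DMSO neutral controls and 100% = 20 µM radicicol positive controls; yeast relying on Plasmodium falciparum Hsp90 in place of its own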
# SR-BI DiI inh: inhibitors of mouse SR-BI mediated HDL lipid uptake | AID 488896 | inhibition, % at 12.5 µM | 320,000 tested, 0.96% active | ldlA[mSR-BI] CHO cells, DiI-HDL uptake fluorescence, 3 h | Q61009;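 active means mean replicate inhibition of at least 70% and a set share of replicates each scoring 70 or more; inconclusive means meets just one of the two criteria; inactive means fails both criteria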;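 further: 0% = median of neutral control wells and 100% = median of positive control wells; values of inactives mirror those of a sister screen read the other way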
# Target sequence (Q61009 whole entry, looked up): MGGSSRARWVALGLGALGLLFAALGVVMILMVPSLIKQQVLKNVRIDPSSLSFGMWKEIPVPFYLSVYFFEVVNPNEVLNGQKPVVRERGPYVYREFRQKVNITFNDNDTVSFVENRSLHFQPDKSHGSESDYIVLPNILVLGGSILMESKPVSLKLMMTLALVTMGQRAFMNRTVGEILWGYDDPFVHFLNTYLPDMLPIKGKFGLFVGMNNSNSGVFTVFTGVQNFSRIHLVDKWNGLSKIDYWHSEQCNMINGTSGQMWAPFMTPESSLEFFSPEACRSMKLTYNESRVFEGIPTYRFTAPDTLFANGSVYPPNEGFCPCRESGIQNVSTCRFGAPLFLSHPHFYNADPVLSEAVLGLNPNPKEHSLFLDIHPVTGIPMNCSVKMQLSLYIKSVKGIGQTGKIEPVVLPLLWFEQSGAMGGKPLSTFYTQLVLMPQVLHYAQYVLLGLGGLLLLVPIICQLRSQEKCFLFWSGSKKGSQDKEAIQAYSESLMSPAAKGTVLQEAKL
# CAL PDZ FP-2: CAL PDZ (human) peptide binding inhibition; Q9HD26; 300,000 tested, 0.92% active; purified CAL PDZ, TMR-peptide fluorescence polarization, 1 h; AID 602252; inhibition, % at 24.9 µM;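 active means mean inhibition of at least 30% with at least half of replicates also reaching 30%; inconclusive means no clear call, values can overlap the other calls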;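 further: 0% = DMSO neutral control and 100% = excess unlabeled competitor peptide PRC23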
# NSD2 HMT inh: blocks human histone methyltransferase NSD2 | 310,000 tested, 0.54% active | NSD2 peptide methylation, AlphaScreen, 120 min | inhibition, % at 12.5 µM; in the data active means inhibition above about 50%
# dFosB act: activators of mouse delta FosB homodimer; 340,000 tested, 0.99% active; activation, % at 25 µM; purified delta FosB, TAMRA-CDK5 oligo fluorescence polarization; percent of positive-control signal above neutral wells; P13346;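 active means mean activation above about 17%, with every replicate also reaching it, limit read from the data, passing the limit was not always enough; inconclusive means only one of the two conditions met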;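 further: fluorescence polarization rise as delta FosB binds a TAMRA Cdk5 AP-1 oligo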
# * marks the source's active call; other numbers are inactive results; i = inactive; ? = inconclusive; · = not tested or not shown.
SMILES,MITF TRPM1 HTS,Rtt109 HAT inh,PvdQ acylase,CAL PDZ FP-1,SR-BI uptake up,PfHsp90 set2,SR-BI DiI inh,CAL PDZ FP-2,NSD2 HMT inh,dFosB act
Cc1ccc(C(=O)Nc2ccc(C)c(S(=O)(=O)N3CCOCC3)c2)c(C)c1,-2.4,-0.7,-9.1,-0.3,-50.4,1.6,50.4,5.1,-0.6,-9.2
Cc1cc(C)cc(CN2C(=O)NC3(CCCCCC3)C2=O)c1,6.6,-3.2,4.7,·,-24.4,-14.6,24.4,-4.6,-0.9,-9.6
N#Cc1cc2c(nc1SCC(N)=O)CCCCC2,73.2,4.9,-12.6,0.4,-8.4,12.0,8.4,·,-0.5,-8.5
O=C(NC(=S)Nc1ccccc1N1CCCC1)c1ccccc1[N+](=O)[O-],-0.1,1.4,-7.7,-2.0,-1.3,-5.3,1.3,-1.6,29.4,-4.1
COC(=O)c1ccc2c(=O)n(NC(=O)C(c3ccccc3)c3ccccc3)c(=S)[nH]c2c1,-3.4,8.1,15.4,0.0,17.5,53.4,-17.5,-3.9,-6.4,13.4
Cc1ccc(Cn2nc(C)c(C(=O)NCC(c3ccc(F)cc3)N3CCOCC3)c2Cl)cc1 (configuration not stated),·,-3.5,-15.8,0.3,-16.3,-21.8,16.3,-6.7,-0.1,-10.9
Cc1ccc(C(=O)N/C(=C\c2cn(C)c3ccccc23)C(=O)N2CCOCC2)cc1,-2.7,6.0,6.7,0.1,0.2,-18.6,-0.2,-1.5,2.6,-6.2
Cc1cc(N2CCN(c3ncccn3)CC2)nc2c(C)cccc12,-9.6,-5.6,-17.6,-1.3,-35.2,-13.4,35.2,1.4,-3.8,0.4
O=C(c1cc(-c2ccccc2)on1)N1CCN(C(=O)c2ccco2)CC1,11.8,1.9,-5.8,-0.6,-1.8,-1.9,1.8,0.8,-1.5,1.9
CC(C)CN(CC(C)C)S(=O)(=O)N1CCC(C(=O)NCc2cccnc2)CC1,-15.0,10.5,-10.0,-1.2,-13.4,30.3,13.4,-5.0,-2.4,-10.0
O=C(O)c1cccc(Nc2nc(-c3ccc([N+](=O)[O-])cc3)nc3ccccc23)c1,-8.9,1.0,-13.6,0.5,-1.8,-7.8,1.8,-0.9,-3.3,-9.9
CN(C[C@H](Cc1ccccc1)N(C[C@@H](CC1CCCCC1)N(CCc1ccccc1)N=O)N=O)N=O,-15.5,-2.4,5.7,-0.4,2.6,4.7,12.4,-3.6,·,-0.2
CC1(C)CC(=O)c2c(-c3cccnc3)n[nH]c2C1,-3.2,-5.8,8.3,-1.1,16.9,·,-16.9,-2.8,-2.3,-2.0
Cc1ccc(S(=O)(=O)N2CCN(C(=O)CSc3nnc(C)s3)C2)cc1,2.4,-4.8,-5.3,-4.7,-2.8,-38.7,2.8,3.8,·,3.0
Cc1ccc(CCNC(=O)C(C)n2nc(C)c3c(C)n(-c4ccccc4)nc3c2=O)cc1 (configuration not stated),-2.5,4.6,-8.4,-1.9,-0.9,-19.0,0.9,2.2,-1.1,-3.7
OCC[C@H]1C[C@H](O)[C@@H](O)[C@@]2(OCc3ccccc32)O1,6.3,0.6,1.5,0.0,1.1,-18.2,-1.1,1.1,·,-2.1
Cc1cc(=O)nc2c3ccccc3n(CC(=O)NC3CCCCC3)n12,-3.7,-2.6,-4.1,-1.2,26.8,-1.7,-26.8,-6.5,-2.8,0.3
O=c1[nH]c2c(n(C3CCCCC3)c1=O)CCC2,3.0,0.5,-20.9,-4.1,-22.9,12.9,22.9,-1.2,0.5,-5.0
CCCC(=O)Nc1cccc(-c2nc3ccccc3o2)c1,39.5,-5.9,4.2,-2.6,-19.1,-2.4,19.2,0.5,-2.3,-0.7
COc1cccc(N(C(=O)c2ccco2)C(C(=O)NC2CCCC2)c2ccc(N(C)C)cc2)c1 (configuration not stated),-10.1,26.1,-8.3,·,10.0,4.6,-10.0,-1.0,12.3,3.6
CC1(OC(=O)c2ccco2)C(=O)C=C2C=C(C3CC3)OC=C2C1=O (configuration not stated),0.0,-4.9,-4.3,-1.1,13.0,-14.6,-13.0,-2.2,·,-23.2
O=C(NCc1ccccc1)c1csc(-c2cccnc2)n1,5.4,10.2,-2.1,-0.9,-7.5,2.5,7.5,-3.1,0.2,-11.7
O=C(CC1S/C(=N\S(=O)(=O)c2ccc(F)cc2)N(c2ccccc2)C1=O)Nc1ccccc1 (configuration not stated),-1.1,12.7,0.1,-0.9,-15.1,8.5,15.1,·,-1.8,-4.9
COc1ccc(-c2cc3ccc(OC(C)C(=O)O)cc3oc2=O)cc1 (configuration not stated),-0.1,i,-10.6,1.0,18.4,11.0,-18.4,-5.0,-4.5,4.2
COc1ccc(C/C(C)=N/NC(=O)c2ccncc2)cc1,4.1,3.1,-6.2,-2.4,12.4,-11.1,-12.4,-3.2,-1.4,-0.9
O=C(O)CSCc1c(F)cccc1Cl,4.1,3.6,-7.7,-0.4,·,7.6,·,-4.2,-7.5,-0.4
Cc1cccc(NC(=O)c2cc(NC(=O)C3CCCCC3C(=O)O)ccc2Cl)n1 (configuration not stated),-2.0,7.2,-1.2,-0.1,2.8,7.1,-2.8,4.2,-2.1,8.9
c1ccc2nc(NN=C3CCCCC3)ccc2c1,2.4,7.5,11.5,-1.9,-9.0,-7.2,9.0,1.3,·,-4.7
CN(C(=O)CSc1nnc(Cc2cccc3ccccc23)n1N)C1CCS(=O)(=O)C1 (configuration not stated),-8.3,6.0,-9.0,-1.1,0.6,-0.3,-0.6,-1.6,-0.6,-4.8
COc1ccc(NC(=O)c2ccc(N3C(=O)C4CC=C(C)CC4C3=O)cc2)c(OC)c1 (configuration not stated),-13.1,-4.4,-3.3,0.0,-51.6,-9.3,51.6,-3.8,0.8,-0.3
CCOC(=O)C1=C(C)NC(=S)NC1C (configuration not stated),-7.5,·,-0.2,-2.7,7.4,16.0,-7.4,1.7,-6.0,0.7
CCc1cc(C(=O)N2CCN(S(=O)(=O)c3ccccc3F)CC2)sc1C,-6.4,-5.9,8.3,-0.3,-11.2,-21.3,11.2,7.9,2.7,-9.4
O=C(CCc1ccccc1)NNC(=O)Nc1ccc(F)c(Cl)c1,2.4,8.2,-9.2,-0.6,·,13.8,4.1,-3.9,-1.4,-8.5
COc1ccc(-c2csc(N3CCC(C(N)=O)CC3)n2)cc1,42.9,-3.6,-10.0,-1.9,8.0,·,-8.0,0.3,·,-7.6
CCOC(=O)N1CCC(NC(=O)c2cc(C(=O)Nc3ccc(S(=O)(=O)N4CCOCC4)cc3)ccc2CO)CC1,3.5,-12.1,-11.8,0.0,-8.4,1.8,8.4,-8.4,0.5,7.9
N#Cc1ccccc1COc1ccc(/C=C/C(=O)O)cc1,-52.3,·,-17.1,-1.7,9.4,-9.0,-9.4,-0.4,-2.0,-2.8
COc1ccc(C(=O)N(Cc2ccccc2)c2cccc(C)c2)cc1S(=O)(=O)N1CCOCC1,4.2,-5.2,-4.1,-1.1,-7.3,13.6,7.3,·,18.2,-9.3
COc1ccc(OC)c(/C=N/NC(=O)c2cc[n+](CC(=O)c3ccccc3)cc2)c1,3.2,·,1.6,-1.3,-2.4,·,2.4,-0.2,9.2,-5.0
COC(=O)c1c(NC(=O)COC(=O)c2ccccc2O)sc2c1CCCCC2,9.4,-13.8,-7.2,-1.9,-10.4,-9.8,10.4,-1.7,0.0,4.0
O=C1CC(NNc2ccccc2)C(=O)N1c1ccccc1 (configuration not stated),14.4,-1.2,-11.2,-1.7,18.1,14.4,-18.1,0.9,7.1,0.9

# Sorted by number of heavy atoms (largest number first): some entries from above.
SMILES,MITF TRPM1 HTS,Rtt109 HAT inh,PvdQ acylase,CAL PDZ FP-1,SR-BI uptake up,PfHsp90 set2,SR-BI DiI inh,CAL PDZ FP-2,NSD2 HMT inh,dFosB act
CN(C[C@H](Cc1ccccc1)N(C[C@@H](CC1CCCCC1)N(CCc1ccccc1)N=O)N=O)N=O,-15.5,-2.4,5.7,-0.4,2.6,4.7,12.4,-3.6,·,-0.2
Cc1ccc(C(=O)N/C(=C\c2cn(C)c3ccccc23)C(=O)N2CCOCC2)cc1,-2.7,6.0,6.7,0.1,0.2,-18.6,-0.2,-1.5,2.6,-6.2
Cc1cccc(NC(=O)c2cc(NC(=O)C3CCCCC3C(=O)O)ccc2Cl)n1 (configuration not stated),-2.0,7.2,-1.2,-0.1,2.8,7.1,-2.8,4.2,-2.1,8.9
O=c1[nH]c2c(n(C3CCCCC3)c1=O)CCC2,3.0,0.5,-20.9,-4.1,-22.9,12.9,22.9,-1.2,0.5,-5.0

# Next compounds.
SMILES,MITF TRPM1 HTS,Rtt109 HAT inh,PvdQ acylase,CAL PDZ FP-1,SR-BI uptake up,PfHsp90 set2,SR-BI DiI inh,CAL PDZ FP-2,NSD2 HMT inh,dFosB act
CC(C)C(NC(=O)c1ccc(F)cc1)C(=O)N1CCN(c2ccccn2)CC1 (configuration not stated),-11.1,2.4,-4.4,0.5,3.6,·,-3.6,-1.2,0.7,2.6
C=CCSc1nc2ccccc2n1Cc1nnc(-c2cccs2)o1,·,-0.3,0.0,-1.8,-5.5,14.0,5.5,-3.6,-0.3,-3.4
O=c1/c(=C/c2ccc(CNS(=O)(=O)c3ccccc3)o2)sc2n1CCN=2,-3.1,8.1,-7.0,-0.5,13.6,·,-13.6,-2.5,·,-6.6
COc1ccc(-c2nnc3n2-c2ccccc2SC3)cc1OC,-3.3,15.2,-9.8,-0.8,-1.3,-3.4,1.3,-5.9,6.1,1.0
COc1ccc(C(=O)n2nc(-c3ccco3)nc2N)cc1OC,9.1,4.5,-8.1,-1.3,-0.4,-10.5,0.4,10.4,1.9,-12.0
O=c1[nH]cnc2c1N=C(c1cccc([N+](=O)[O-])c1)CC(c1ccccc1)N2 (configuration not stated),-4.4,-4.1,8.9,-0.3,7.0,-24.7,-7.0,-8.8,1.7,-1.7
COc1cccc(NC(=S)C(C#N)=C2N(C)c3ccccc3N2C)c1,-24.3,16.3,-2.3,-0.3,-5.3,·,5.3,-3.7,3.1,1.3
CCOC(=O)/C(N=Nc1sc(C(=O)OC)c(C)c1C(=O)OCC)=C(\O)CCl,-6.5,-2.4,-5.5,0.5,-17.8,-16.5,17.8,-5.0,1.5,-4.9
COc1ccc(NC(=O)c2c(Cl)n(C)c3ccccc23)cc1,15.8,-4.2,-13.5,-0.6,-72.6,-2.4,?,12.0,-4.5,-1.3
CC(=O)N1C(C(=O)O)Cc2c([nH]c3ccccc23)C1C (configuration not stated),1.3,1.0,-19.5,0.6,12.6,13.4,-12.6,-1.2,2.3,1.8

# Screens deposited in PubChem by Broad Institute.
